# 12-LOX inh: blocks human arachidonate 12S-lipoxygenase | P18054 | purified 12hLO, xylenol orange hydroperoxide absorbance | Potency, µM (top dose mostly 108 µM), for inactives: at the highest dose activity change, negative = inhibition, usual class: inhibitors | 580,000 tested, 1.1% active | AID 1671190; active = well fitted inhibition curve with a large enough effect; inconclusive = small, poorly fitted or top-dose-only effect, or another doubt; inactive = no such curve, though single readings can be large or run the other way
# Target sequence (P18054 whole entry, looked up): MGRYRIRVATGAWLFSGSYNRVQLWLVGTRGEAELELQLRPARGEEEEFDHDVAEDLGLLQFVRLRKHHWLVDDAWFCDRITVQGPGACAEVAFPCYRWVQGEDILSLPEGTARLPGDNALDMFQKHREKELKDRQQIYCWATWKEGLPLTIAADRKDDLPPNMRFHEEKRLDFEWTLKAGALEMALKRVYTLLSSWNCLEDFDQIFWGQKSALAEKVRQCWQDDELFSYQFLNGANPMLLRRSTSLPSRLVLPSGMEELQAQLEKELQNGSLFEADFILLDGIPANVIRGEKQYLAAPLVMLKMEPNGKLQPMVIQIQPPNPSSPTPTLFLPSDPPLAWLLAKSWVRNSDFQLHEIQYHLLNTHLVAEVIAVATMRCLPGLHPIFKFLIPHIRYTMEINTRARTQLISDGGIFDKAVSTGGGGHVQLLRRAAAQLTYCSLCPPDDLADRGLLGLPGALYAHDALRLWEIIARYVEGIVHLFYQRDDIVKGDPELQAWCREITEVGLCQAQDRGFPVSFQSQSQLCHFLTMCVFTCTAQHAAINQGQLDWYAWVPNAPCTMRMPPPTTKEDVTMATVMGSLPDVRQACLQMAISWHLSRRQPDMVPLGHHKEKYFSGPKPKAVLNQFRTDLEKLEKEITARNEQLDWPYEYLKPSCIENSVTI
#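 Purified human 12hLO (150 nM final) in 25 mM Hepes, 0.01% Triton X-100, pH 7.0 was preincubated 15 min at room temperature with compound. Then 40 uM arachidonic acid was added, 30 min. Hydroperoxide was read by Fe-XO absorbance ratio 573/405 nm.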
# Numbers without * were called inactive; ? = inconclusive; [ ] = dose if it differs, or a comment. % is set by controls: 0 for no effect and ±100 for the full control effect; potency is the fitted concentration of half-maximal effect.
SMILES,12-LOX inh
O=C(CSc1nc2cc3c(cc2c(=O)n1Cc1ccco1)OCO3)Nc1ccc(F)cc1,?
Cc1ncc(Cc2ccccc2)c(C2CCN(S(=O)(=O)C[C@]34CC[C@H](CC3=O)C4(C)C)CC2)n1,16.2%
COc1cc(-c2cc(C)c3c(OC)ccc(OC)c3n2)cc2c1OCCN(Cc1cn(C)nc1C)C2,-3.5%
O=C(c1cccnc1)N1CCCC(CCc2c(F)cccc2F)C1 (stereo not drawn),22.3%
C#CCNC(=O)C[C@@H]1c2nc(NC(=O)C(C)(C)C)sc2C[C@@H]2[C@](C)(CO)[C@H](O)CC[C@]21C,-6.2%
CCOCCOC(=O)C(C)Oc1ccc2c(=O)c(-c3ccccc3OC)c(C(F)(F)F)oc2c1 (stereo not drawn),?
O=C(N1CCCC1c1nc(CCOc2ccc(F)cc2)no1)C1(c2ccccc2)CC1 (stereo not drawn),22.2%
O=C(c1cccc(F)c1)N1CCC2(CCCN(Cc3nccs3)C2)CC1,-6.1%[57.4 µM]
O=[S+]([O-])(Nc1ccccc1)c1ccc2c(c1)OCCN(Cc1ccc(F)cc1)C2,-0.1%[176 µM]
COc1ccc(/C=C(\C#N)C(=O)Nc2ccccc2C(=O)O)c(OC)c1,?
O=C(N[C@H]1C[C@@H]2C(=O)N[C@H]3CCN(C(=O)C4CCCC4)[C@@H]3C(=O)N2C1)c1ccc(F)c(Cl)c1,19.7%
COCC1CN(C)CC12CCN(C(=O)c1ccc(C)cc1C)CC2 (stereo not drawn),0.4%
CN(C)c1ccc(-c2nnc([C@H]3CCN(Cc4ccccn4)C3)o2)cc1,62.2%[activator][176 µM]
CCN1C(=O)C2(CCN(C(=O)N(C)C)CC2)c2ccccc21,25.2%
CSc1ccccc1NC(=O)c1ccc(OCC2CCCO2)cc1 (stereo not drawn),3.1%
CC(=O)N1CCC2(CC1)OC(=O)C(C)=C2C(=O)NCCN1CCCC1,6.5%
CCCCC(=O)N1CCC(OC2CCN(Cc3cccnc3)CC2)CC1,43.8%[activator]
CN(C)c1nc2c(c(N3C[C@@H](CN4CCCC4)[C@@H](CO)C3)n1)CCCC2,-10.5%
COc1ccc(C)cc1NC(=O)Cc1nc(-c2ccccc2)oc1C,110.7%[activator]
Cc1cc(CN(C)C2CCc3ccccc32)no1 (stereo not drawn),56.6%[activator][176 µM]
CN1CCC(NC[C@H]2O[C@@H](CO)[C@@H](O)[C@H]2N2CCOCC2)CC1,?
CCNC(=O)N1Cc2[nH]cnc2C[C@H]1c1nc(-c2ccc(F)c(Cl)c2)no1,?
S=C(NCCc1ccccc1)Nc1cccc(Cl)c1,?
Cc1ccc([S+](=O)([O-])N2CCn3c(nnc3-c3ccccc3)C2)cc1,?
O=C(COc1ccccc1)NC[C@H]1O[C@H](Cc2cc(CN3CCNCC3)on2)CC[C@@H]1O,?
CC1=C[C@@H](CNCCN(C)C)[C@H](C(C)C)C[C@H]1Cc1nnc(C)o1,35.4%[activator][176 µM]
COc1cccc(-c2cc3c(=O)n(CCNC(=O)c4ccccn4)ccn3n2)c1,44.8%[activator]
Cc1cccc(C)c1OCc1nnc(SCC(=O)O)n1-c1c(C)cccc1C,-20.2%
O=C(NC1CCCC1)c1ccc2noc(-c3ccc(Cl)cc3)c2c1,-29.0%
CCOc1cc(/C=C2\NC(=O)NC2=O)ccc1OCc1ccc(Br)cc1,?
Fc1ccc(Cc2nc3nccc(-c4ccncc4)n3n2)cc1,41.0%
CC(C)NC(=O)[C@@H]1C[C@H](N)CN1S(=O)(=O)c1cccc2nsnc12,54.2%[activator]
COc1ccc(C(NC(=O)c2nc(-c3ccccc3)oc2C)c2ccccc2)cc1 (stereo not drawn),-30.0%
O=C(Nc1ccc(Cl)cc1F)c1ccccc1OCC1CCCO1 (stereo not drawn),-20.0%
CC(=O)N1C[C@@H]2CCCN3CCC[C@@H]([C@H]23)[C@H]1CCCC(=O)NCCCN1CCCc2ccccc21,225.4%[activator]
Cc1nn(C)c(C)c1CNCc1ccnc(N2CCOCC2)c1,11.2µM*
CCCN1C(=O)Cc2ccccc2C1C(=O)NCc1ccc(F)c(Cl)c1 (stereo not drawn),-25.9%
CC(C)N1C[C@H](O)C[C@H]1c1nnc2n1CCN(C(=O)CC1CCCC1)CC2,14.1%
CCCN(CCC)Cc1csc2c1CCCC2,-26.8%
COc1ccc(C(=O)Nc2nnc(CC(=O)N/N=C/c3ccc(O)cc3O)s2)cc1,65.2%[activator]
CCc1ccc(C(=O)N2CCCN(S(C)(=O)=O)c3ccccc32)cc1,11.1%
C=CCN(Cc1cccc(OC)c1)C(=O)c1ccccc1C#N,36.9%[activator]
Cc1ccc(C2Cn3nnc(C(=O)N4CCC(C(=O)NC5CCN(C)CC5)CC4)c3CO2)cc1 (stereo not drawn),37.9%[activator]
O=C1Nc2ccccc2CC12CCN(CC1CC1)CC2,19.2%[176 µM]
O=C(CCn1nc(-c2ccccc2)c2ccccc2c1=O)N1CCOCC1,-50.3%
CCn1cc(S(=O)(=O)N2CC[C@@H]3C(=O)NCCCCCCN(Cc4ccncc4)[C@@H]3C2)cn1,16.6%
O=C(CC1CCCCC1)N1CCC2(CC1)CC(N1CCN(c3ccccn3)CC1)CCO2 (stereo not drawn),24.2%
CN=C1S/C(=C/c2ccc(C)s2)C(=O)N1C,-1.1%

# Rewritten with values ahead of the structure: two of the compounds above.
12-LOX inh	SMILES
-50.3%	O=C(CCn1nc(-c2ccccc2)c2ccccc2c1=O)N1CCOCC1
16.6%	CCn1cc(S(=O)(=O)N2CC[C@@H]3C(=O)NCCCCCCN(Cc4ccncc4)[C@@H]3C2)cn1

# Remaining list, next part.
SMILES,12-LOX inh
Cc1ccc(-c2csc(/C=C/c3ccc(C#N)cc3)n2)cc1,-1.8%
CCCCCNC(=O)C(c1ccnc2ccccc12)n1c(=O)c(-c2cc3ccccc3[nH]2)nc2ccccc21 (stereo not drawn),?
COc1cc2oc(=O)c(CC(=O)NCc3ccc(C)cc3)c(C)c2cc1Cl,13.3%
Cc1ccc(C(=O)NCCc2noc(-c3ccncc3)n2)cn1,47.5%
Cc1ccc(C)c(NC(=O)CN(C)C(=O)COc2cccc(F)c2)c1,-3.3%
Cc1ccc2nc(-c3cccc(OC(C)C)c3)cc(C(=O)O)c2c1,?
CCCCCCNC(=O)C(C#N)c1nc2ccccc2nc1N1CCCCC1 (stereo not drawn),13.8%
Cc1nnc2n1CCC(NC(=O)c1ccsc1)CC2 (stereo not drawn),67.1%[activator]
CN(Cc1cnn(C)c1)Cc1ccccc1OCC(O)CN1CCCCC1 (stereo not drawn),39.2%
O=C(NC1CCCc2c1[nH]c1c(Cl)cccc21)c1ccncc1 (stereo not drawn),53.0%[activator]
CCCN1C(=O)Cc2cc(C(=O)NCc3ccc(Cl)cc3)ccc21,8.0%
CC(Sc1nc2cc(S(=O)(=O)N(C)C)ccc2o1)C(=O)NC1CC1 (stereo not drawn),-15.9%

# Grouped by structure, the compounds so far containing two or more sulfur atoms.
SMILES,12-LOX inh
CC(C)NC(=O)[C@@H]1C[C@H](N)CN1S(=O)(=O)c1cccc2nsnc12,54.2%[activator]
CN=C1S/C(=C/c2ccc(C)s2)C(=O)N1C,-1.1%
CC(Sc1nc2cc(S(=O)(=O)N(C)C)ccc2o1)C(=O)NC1CC1 (stereo not drawn),-15.9%

# (list continues)
SMILES,12-LOX inh
COCCNC(=O)[C@@H]1C[C@@H](O)CN1C1CCN(C(=O)COc2cccc(C)c2)CC1,-1.7%
COc1ccc(-c2cn3c(n2)CO[C@@H](CNC(=O)C2CCCC2)C3)cc1,9.4%[176 µM]
O=C(C1CC1)N1CCc2nc(-c3ccccc3)nc(-c3ccc(Cl)cc3)c2C1,-5.6%
CCOc1ccc(-c2cc3c(=O)n(CCNC(=O)c4ccc(C)cc4)ccn3n2)cc1,-25.8%
O=S(=O)(Cc1ccccc1)N1C[C@@H](F)[C@@H](OCc2nc3ccccc3o2)C1,-0.3%[176 µM]
Cc1ccc(-n2c(C3CCN(C(=O)c4ccccc4C(F)(F)F)CC3)n[nH]c2=O)cc1,7.4%
COCCOC1CCOC2(CCN(C(=O)c3ccc(OC)cc3)CC2)C1 (stereo not drawn),8.1%
CC(=O)Nc1ccc(C(=O)C(C)Sc2ccc(C(F)(F)F)cn2)cc1 (stereo not drawn),?
COc1ccc(Cl)cc1Nc1nc(N)c(C(=O)c2ccc(C)cc2C)s1,?
O=C(Cc1ccc(Cl)cc1)NC1CCN(c2cc(-c3ccccc3)[nH]n2)CC1,8.0%
Cc1cnc(C(=O)NC2C[C@H]3CC[C@@H](C2)N3C(=O)CCc2ccccc2)cn1 (stereo partly drawn),21.6%
O=C(CN1CCN(c2cnn(-c3ccccc3)c(=O)c2Cl)CC1)Nc1ccc2ccccc2c1,-32.4%

# Looked up above:
# For 12-LOX inh, COCCOC1CCOC2(CCN(C(=O)c3ccc(OC)cc3)CC2)C1 (stereo not drawn) has 8.1%
# For 12-LOX inh, O=C(CN1CCN(c2cnn(-c3ccccc3)c(=O)c2Cl)CC1)Nc1ccc2ccccc2c1 has -32.4%
# For 12-LOX inh, COc1ccc(-c2cn3c(n2)CO[C@@H](CNC(=O)C2CCCC2)C3)cc1 has 9.4%[176 µM]
# For 12-LOX inh, O=C(Cc1ccc(Cl)cc1)NC1CCN(c2cc(-c3ccccc3)[nH]n2)CC1 has 8.0%
# For 12-LOX inh, COCCNC(=O)[C@@H]1C[C@@H](O)CN1C1CCN(C(=O)COc2cccc(C)c2)CC1 has -1.7%

# Further results:
SMILES,12-LOX inh
CO[C@H]1C(=O)N(C2CCN(C(=O)Cn3ccc(C)n3)CC2)[C@H]1c1ccncc1,36.8%[activator]
Cc1noc(-c2nc(-c3ccc(F)c(F)c3)no2)n1,25.2%
O=C(NCCCc1nc2ccccc2[nH]1)C1CC(=O)N(c2n[nH]c3ccccc23)C1 (stereo not drawn),69.8%[activator]
CCNC(=O)c1cccc2c1CCN2C(=O)Nc1ccc(C)cc1,12.2%
CC(NC(=O)c1ccc(F)cc1)C12CC3CC(CC(C3)C1)C2 (stereo not drawn),13.8%
Cc1ccccc1C(=O)N1CCC(C(NC(=O)c2cccs2)C(=O)N2CCCCC2)CC1 (stereo not drawn),55.4%[activator]
CC(C)=CCCC1(C)C=Cc2c(c(C)cc3c2[nH]c2ccccc23)O1 (stereo not drawn),-22.0%
CC(=O)Oc1ccc2c(=O)c(-c3ccc4c(c3)OCCO4)c(C)oc2c1C,-10.6%
Cc1c(O)ccc2c(CN3CCN(c4cccc(C(F)(F)F)c4)CC3)cc(=O)oc12,?
O=C(Nc1ccc(F)cc1)C(c1cccc(F)c1)N1CCN(Cc2c(F)cccc2Cl)CC1 (stereo not drawn),-4.1%
COc1ccc(CC(=O)Nc2ccccc2-c2ccccc2)cc1,0.1%
COC(=O)C[C@H]1C=C[C@H](NC(=O)Nc2ccccc2OC)[C@@H](CO)O1,1.3%
CCCCc1c(C)[nH]c2c(C)cccc2c1=S,?
Cc1cc(OCCCS(C)(=O)=O)cc(C)c1-c1cccc(COc2ccc3c(c2)OC[C@H]3CC(=O)O)c1,-27.4%[57.4 µM]
O=C(c1ccco1)N1CCC(Oc2cccc(F)c2)C1 (stereo not drawn),9.9%
CC(=O)Nc1ccc2c(c1)nc(CCn1ccnc1C)n2C,-8.0%
Cn1c(=O)n([C@H]2CCCN(C(=O)Nc3ccc4c(c3)OCCO4)C2)c2ncccc21,29.5%
CCOc1cc(CNC(=O)c2ncoc2-c2ccc(OC)cc2)cc(OCC)c1OCC,0.4%
CCOC(=O)NC(C)C12CC3CC(CC(C3)C1)C2 (stereo not drawn),0.2%
CC[C@]12C=CCN3CC[C@@]4(c5cc([C@@]6(C(=O)OC)C[C@H]7C[C@@H](C(C)(F)F)CN(Cc8c6[nH]c6ccccc86)C7)c(OC)cc5N(C)[C@H]4[C@@](O)(C(=O)OC)[C@H]1OC(C)=O)[C@@H]32,?
CCOC(=O)CN1C(=O)[C@]2(OCCC=C[C@H]2C)c2c(Br)cccc21,4.0%
CN(Cc1cccs1)C(=O)C1CC=CCC1c1nc2ccccc2s1 (stereo not drawn),-14.6%
CC(OC(=O)c1cc2ccccc2s1)C(=O)N1CCNC1=O (stereo not drawn),-4.8%
Cc1cc(C(=O)N2CC[C@H](NS(=O)(=O)c3cccs3)C[C@H]2C(=O)N[C@H](CC(C)C)C(N)=O)n(C)n1,-8.3%

# Screens deposited in PubChem by National Center for Advancing Translational Sciences (NCATS).

# These rows are one share of the data. The share of hits here may be higher or lower than overall.
